Screening data from PubChem.
BoNT A protease – inhibitors of Botulinum neurotoxin A light chain protease; multiplex microsphere protease substrate cleavage, flow cytometry; inhibition, % at 10 µM; actives 0.17% (n = 360,000); in the data active means inhibition above about 30%; inconclusive means no clear call, values can overlap the other calls; further: plate controls were buffer without enzyme for full effect and enzyme alone for no effect
Mtb FBA inh – inhibitors of M. tuberculosis fructose-bisphosphate aldolase; purified M. tuberculosis FBA, fluorescence read-out; P9WQA3; actives 2.3% (n = 360,000); inhibition, % at 1 µM; in the data active means inhibition above about 27%;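 further: 0% = vehicle and 100% = reference inhibitor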
Target sequence (P9WQA3 whole entry, looked up): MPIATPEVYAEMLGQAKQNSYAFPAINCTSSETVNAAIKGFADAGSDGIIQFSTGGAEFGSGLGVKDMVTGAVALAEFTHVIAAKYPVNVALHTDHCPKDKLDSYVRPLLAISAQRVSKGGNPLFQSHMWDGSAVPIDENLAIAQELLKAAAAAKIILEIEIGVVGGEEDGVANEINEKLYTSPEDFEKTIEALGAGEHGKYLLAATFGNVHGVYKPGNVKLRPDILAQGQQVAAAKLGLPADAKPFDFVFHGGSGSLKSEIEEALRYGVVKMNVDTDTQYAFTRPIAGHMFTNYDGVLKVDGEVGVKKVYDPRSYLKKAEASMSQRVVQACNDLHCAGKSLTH
CCHF vOTU inh – blocks the CCHF virus ovarian tumor domain protease. CCHFV vOTU protease, Pep-AMC fluorescence. inhibition, % at 11.5 µM. actives 0.55% (n = 370,000); further: 0% = vehicle wells with enzyme and 100% = no enzyme wells
UGM FP inh – inhibitors of M. tuberculosis UDP-galactopyranose mutase. P9WIQ1. actives 0.06% (n = 320,000). inhibition, % at 10 µM. purified UGM, fluorescence polarization probe displacement; in the data active means inhibition above about 10%, passing the limit was not always enough; inconclusive means no clear call, values can overlap the other calls
Target sequence (P9WIQ1 whole entry, looked up): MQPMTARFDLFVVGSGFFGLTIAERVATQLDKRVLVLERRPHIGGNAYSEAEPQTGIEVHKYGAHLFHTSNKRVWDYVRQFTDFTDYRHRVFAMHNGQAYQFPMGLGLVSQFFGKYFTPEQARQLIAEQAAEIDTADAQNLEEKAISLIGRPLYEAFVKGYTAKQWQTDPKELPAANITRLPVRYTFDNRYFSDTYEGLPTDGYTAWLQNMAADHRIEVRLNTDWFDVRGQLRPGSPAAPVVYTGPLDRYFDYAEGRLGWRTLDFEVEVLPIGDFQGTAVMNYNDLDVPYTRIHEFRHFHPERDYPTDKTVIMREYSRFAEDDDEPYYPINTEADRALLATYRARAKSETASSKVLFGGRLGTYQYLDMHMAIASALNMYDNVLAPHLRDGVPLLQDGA
BioA inh – BioA (M. tuberculosis) enzyme inhibition; purified M. tuberculosis BioA enzyme, plate reader; inhibition, % at 9.99 µM; actives 0.096% (n = 360,000); in the data active means inhibition above about 40%; inconclusive means no clear call, values can overlap the other calls
FadD28 FP inh – M. tuberculosis FadD28 bisubstrate binding inhibition; actives 0.22% (n = 360,000); inhibition, % at 12.5 µM; FadD28 bisubstrate probe binding, fluorescence polarization; in the data active means inhibition above about 8.5%, passing the limit was not always enough; inconclusive means no clear call, values can overlap the other calls
PrPC surface inh – cell surface PrPC inhibition, primary TR-FRET screen; AID 720596; P04156; actives 0.43% (n = 370,000); TR-FRET read-out; inhibition, % at 13.8 µM; in the data active means inhibition above about 24%; further: 0% = median of the test wells and 100% = reference compound wells
GDH-TPI inh – inhibits GDH-TPI coupling enzymes, artifact for Mtb FBA screen; GDH-TPI coupled enzyme counterscreen, NADH absorbance; inhibition, % at 4.8 µM; actives 1.2% (n = 360,000); AID 588335;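 further: 0% = DMSO wells and 100% = wells lacking the enzyme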
BoNT-F LC inh – BoNT F light chain protease inhibition. Multiplex microsphere protease cleavage assay, flow cytometry. inhibition, % at 10 µM. actives 0.22% (n = 360,000); in the data active means inhibition above about 35%, passing the limit was not always enough; inconclusive means no clear call, values can overlap the other calls; further: plate controls were buffer without enzyme for full effect and enzyme alone for no effect
An asterisk follows results filed as active; ? = inconclusive; . = not tested or not shown. Unless noted, no stated cut-off is given here; in the data, active means inhibition above about 30%; inactive means the rest. Rows are unselected. Share with any hit: about 4.8%.

Assay codes – A = BoNT A protease; B = Mtb FBA inh; C = CCHF vOTU inh; D = UGM FP inh; E = BioA inh; F = FadD28 FP inh; G = PrPC surface inh; H = GDH-TPI inh; I = BoNT-F LC inh
> O=C(NCc1ccco1)C(c1ccc(F)cc1)N(C(=O)Cc1cccs1)c1cccnc1 (configuration not stated)
  A: 0.1	B: -1	C: 9	D: -1.7	E: -1.2	F: -0.2	G: -2	H: 5	I: -5

> CC(C)CCOc1cccc(OCC(=O)N(C)C2CCS(=O)(=O)C2)c1 (configuration not stated)
  A: -0.8	B: 3	C: 6	D: 1.9	E: -0.3	F: -1.6	G: -8	H: 1	I: 1

> CS(=O)(=O)c1ccc(Cl)c(NC(=O)COC(=O)CCN=C2NS(=O)(=O)c3ccccc32)c1
  A: 3.7	B: -2	C: 4	D: 2.9	E: 0.6	F: -1.3	G: 3	H: 2	I: 4

> NC(Cc1ccc(F)cc1)c1csc(Nc2cnccn2)n1 (configuration not stated)
  A: -0.6	B: 0	C: 10	D: .	E: -2.3	F: -3.6	G: 18	H: 14	I: -18

> CCc1ccccc1NC(=O)CN(C)C(=O)Cn1ncc(Cl)c(Cl)c1=O
  A: -0.1	B: 0	C: 2	D: 4.1	E: 5.0	F: -2.0	G: -4	H: 5	I: 1

> O=C(Cn1c(CC(=O)N2CCOCC2)nc2ccccc21)Nc1ccc2c(c1)OC(F)(F)O2
  A: 1.4	B: 4	C: 5	D: -0.6	E: 0.5	F: -2.2	G: 2	H: -1	I: 9

> COc1ccc(CNC(=O)C2CCCN2S(=O)(=O)c2ccc(C)cc2)cc1 (configuration not stated)
  A: 0.7	B: 3	C: -14	D: 0.5	E: .	F: 0.7	G: 0	H: 5	I: 18

> CCn1nc(C)c(/C=N/NC(=O)c2c[nH]c3ccccc23)c1C
  A: -1.6	B: 0	C: 5	D: 0.3	E: -0.9	F: -1.1	G: 8	H: 9	I: -3

> Cc1ccc(-n2ncc3c(NCCCOC(C)C)ncnc32)c(C)c1
  A: 0.3	B: 3	C: 6	D: 2.6	E: 0.2	F: -1.9	G: 8	H: 17	I: -17

> COC(=O)c1ccccc1-c1ccc(/C=C2\C(=O)N(c3ccccc3)N=C2c2ccccc2)o1
  A: -0.5	B: 3	C: 7	D: -1.1	E: -0.6	F: 1.0	G: -4	H: 14	I: -2

Record cards, from the list above. Order of screens: BoNT A protease	Mtb FBA inh	CCHF vOTU inh	UGM FP inh	BioA inh	FadD28 FP inh	PrPC surface inh	GDH-TPI inh	BoNT-F LC inh
Profile of NC(Cc1ccc(F)cc1)c1csc(Nc2cnccn2)n1 (configuration not stated) = -0.6	0	10	.	-2.3	-3.6	18	14	-18
Profile of O=C(Cn1c(CC(=O)N2CCOCC2)nc2ccccc21)Nc1ccc2c(c1)OC(F)(F)O2 = 1.4	4	5	-0.6	0.5	-2.2	2	-1	9
Profile of CCc1ccccc1NC(=O)CN(C)C(=O)Cn1ncc(Cl)c(Cl)c1=O = -0.1	0	2	4.1	5.0	-2.0	-4	5	1

New compounds follow
Assay codes – A = BoNT A protease; B = Mtb FBA inh; C = CCHF vOTU inh; D = UGM FP inh; E = BioA inh; F = FadD28 FP inh; G = PrPC surface inh; H = GDH-TPI inh; I = BoNT-F LC inh
> O=S(=O)(/N=C(/Nc1ccccn1)c1ccccc1)c1ccccc1
  A: -0.7	B: -2	C: -4	D: -0.3	E: 0.4	F: -0.7	G: 9	H: -4	I: -8

> CCc1nc(SCC(=O)OC(C)C)c2ccccc2n1
  A: 0.0	B: 3	C: 4	D: -0.1	E: .	F: -3.1	G: 83*	H: -12	I: -10

> CCn1nnnc1SCC(=O)Nc1cccc(C)n1
  A: 0.1	B: 2	C: 1	D: -1.5	E: -0.6	F: -2.1	G: 2	H: 1	I: ?

> CCC(c1nnnn1Cc1ccc(OC)cc1)N(CCCO)Cc1cc2cc3c(cc2[nH]c1=O)OCO3 (configuration not stated)
  A: 0.5	B: 22	C: -13	D: -0.3	E: -0.3	F: -1.9	G: 2	H: 17	I: -2

> Cc1ccc(NC(=O)CN2CCCC2c2cccn2C)c(Br)c1 (configuration not stated)
  A: 1.2	B: -4	C: 10	D: 0.4	E: -2.6	F: -3.8	G: -5	H: -1	I: -8

> O=C1CC23c4ccccc4N4C(=O)CC5OCC=C6CN1C2CC6C5C43 (configuration not stated)
  A: 0.0	B: -1	C: 4	D: .	E: .	F: -1.6	G: 0	H: -3	I: -7

> Nc1nc(-c2ccc(Br)cc2)c(S(=O)(=O)c2ccccc2)s1
  A: -0.4	B: -1	C: -12	D: 1.7	E: 0.3	F: -2.4	G: -5	H: 0	I: -7

> NC(=O)CN1C(=O)C2CCCCN2C(=O)c2ccccc21 (configuration not stated)
  A: -0.6	B: 2	C: 1	D: 8.2	E: -1.1	F: -2.3	G: -1	H: 6	I: -20

> COc1ccc2[nH]cc(C(=O)N3CCCCC3)c(=O)c2c1
  A: -0.1	B: 8	C: 6	D: -0.3	E: -0.1	F: -0.1	G: 2	H: 21	I: 3

> c1cc2n(c1)-c1c(ccc3c1OCO3)CNC2c1ccc2c(c1)OCO2 (configuration not stated)
  A: -0.3	B: 14	C: 6	D: 0.0	E: .	F: -3.6	G: -3	H: -2	I: -11

> Cc1cccc(C)c1N1C(=O)CC(N2CCN(S(=O)(=O)c3ccccc3F)CC2)C1=O (configuration not stated)
  A: 0.9	B: 2	C: -8	D: 0.9	E: -0.6	F: -2.3	G: -1	H: 1	I: 1

> COC(=O)Cn1nnc(N2CCOCC2)n1
  A: 0.6	B: 1	C: -9	D: 2.5	E: -0.9	F: -4.7	G: -6	H: 4	I: 0

> O=C(/C=C/c1ccccc1Cl)NCc1ccco1
  A: 0.3	B: 0	C: -2	D: 2.2	E: -0.1	F: -3.3	G: -10	H: -5	I: 0

> COc1ccc(NC(=O)C2CCCN(S(=O)(=O)c3ccc4[nH]c(=O)ccc4c3)C2)cc1 (configuration not stated)
  A: 0.1	B: 3	C: 9	D: -2.2	E: -1.0	F: -0.7	G: -11	H: 13	I: -6

> O=C(CCN1CCN(C/C=C/c2ccccc2)CC1)Nc1ccccc1Cl
  A: -2.7	B: 0	C: -2	D: -2.2	E: 6.2	F: 0.5	G: -8	H: 4	I: -23

> O=C(O)c1ccccc1NN=Cc1ccccc1
  A: -0.3	B: 5	C: 6	D: .	E: -1.2	F: 1.1	G: 0	H: 36*	I: 8

> O=C(NCc1cccs1)c1ccc(CS(=O)Cc2cccc(Cl)c2)o1 (configuration not stated)
  A: -0.6	B: 1	C: 7	D: 0.5	E: 3.9	F: 2.2	G: 3	H: -1	I: 0

> Cc1ccc(C(=O)OCC(=O)N2CCc3ccccc32)cc1
  A: 0.4	B: 2	C: 5	D: -0.5	E: 1.0	F: -1.2	G: 7	H: 2	I: -5

> COc1cc(C(=O)OCC(=O)N2CCC(Cc3ccccc3)CC2)cc(OC)c1OC
  A: 0.0	B: -3	C: 10	D: 0.3	E: 1.3	F: -5.4	G: -2	H: 0	I: 2

> Cc1cc(=O)oc2c1c(C)nn2-c1nn[nH]n1
  A: 0.2	B: 1	C: -18	D: 0.7	E: 2.1	F: -3.7	G: -1	H: 6	I: 16

> CC12CN3CC(C)(CN(C1)C3c1ccc3c(c1)OCO3)C2O (configuration not stated)
  A: 0.3	B: -1	C: -1	D: 1.0	E: -0.9	F: -2.4	G: -2	H: -8	I: 1

> CCCCOc1cccc(C(=O)Nc2ccc(NC(=O)c3ccco3)cc2)c1
  A: 0.6	B: -2	C: 0	D: 1.2	E: -3.7	F: -2.9	G: 10	H: 2	I: 0

> CC(C)=CCCC(C)CN(C)CCc1ccccn1 (configuration not stated)
  A: 6.1	B: 10	C: -1	D: -1.4	E: 1.8	F: 1.5	G: 5	H: 2	I: 10

> Fc1ccc(C2=CCN(C(c3cccs3)c3nnnn3CCc3ccccc3)CC2)cc1 (configuration not stated)
  A: 1.3	B: -6	C: 10	D: 0.1	E: 2.0	F: -1.9	G: -6	H: -6	I: -3

> O=C(NCCc1nnc2ccc(SCC(=O)N3CCCC3)nn12)c1ccccc1
  A: 2.5	B: 3	C: -11	D: -1.2	E: -2.0	F: -2.9	G: 2	H: 1	I: -1

> O=C(NCC1CCCO1)C(c1cccs1)N(Cc1cccs1)C(=O)c1ccc(-c2ccccc2)[nH]1 (configuration not stated)
  A: 0.7	B: 2	C: 9	D: -2.5	E: .	F: -3.3	G: 2	H: 7	I: -1

> N#Cc1cccc(CN2CCC(=O)N(CCO)CC2)c1
  A: 0.5	B: -2	C: 3	D: 0.3	E: 4.5	F: -2.7	G: 3	H: -1	I: 2

> COc1cc(CN2CCCC(N3CCN(c4ccc(F)cc4)CC3)C2)ccc1F (configuration not stated)
  A: -1.3	B: 2	C: 5	D: 3.7	E: -1.4	F: -0.8	G: 0	H: 5	I: 20

> Cc1ccc(N2C(=O)C(c3c(C)[nH]n(-c4ccccc4)c3=O)(C(F)(F)F)C3=C2CC(C)(C)CC3=O)cc1 (configuration not stated)
  A: -0.1	B: 0	C: -2	D: -0.6	E: .	F: 2.2	G: 5	H: 1	I: -1

> COc1ccc(S(=O)(=O)N2CCCC(C(=O)NCc3cccnc3)C2)cc1C (configuration not stated)
  A: -0.3	B: -2	C: 16	D: .	E: -0.8	F: 0.5	G: 12	H: 0	I: -3

Retrieved by compound from above, 4 records:
Assay codes – A = BoNT A protease; B = Mtb FBA inh; C = CCHF vOTU inh; D = UGM FP inh; E = BioA inh; F = FadD28 FP inh; G = PrPC surface inh; H = GDH-TPI inh; I = BoNT-F LC inh
> CC12CN3CC(C)(CN(C1)C3c1ccc3c(c1)OCO3)C2O (configuration not stated)
  A: 0.3	B: -1	C: -1	D: 1.0	E: -0.9	F: -2.4	G: -2	H: -8	I: 1

> COc1ccc(S(=O)(=O)N2CCCC(C(=O)NCc3cccnc3)C2)cc1C (configuration not stated)
  A: -0.3	B: -2	C: 16	D: .	E: -0.8	F: 0.5	G: 12	H: 0	I: -3

> N#Cc1cccc(CN2CCC(=O)N(CCO)CC2)c1
  A: 0.5	B: -2	C: 3	D: 0.3	E: 4.5	F: -2.7	G: 3	H: -1	I: 2

> O=C(NCC1CCCO1)C(c1cccs1)N(Cc1cccs1)C(=O)c1ccc(-c2ccccc2)[nH]1 (configuration not stated)
  A: 0.7	B: 2	C: 9	D: -2.5	E: .	F: -3.3	G: 2	H: 7	I: -1

More results
Assay codes – A = BoNT A protease; B = Mtb FBA inh; C = CCHF vOTU inh; D = UGM FP inh; E = BioA inh; F = FadD28 FP inh; G = PrPC surface inh; H = GDH-TPI inh; I = BoNT-F LC inh
> COc1cccc(-c2coc3c(C)c4oc(=O)c(CC(=O)O)c(C)c4cc23)c1
  A: 0.4	B: 1	C: -7	D: -0.2	E: -0.4	F: -3.3	G: 7	H: 9	I: 2

> CN(/N=C\c1ccc(O)c(O)c1)c1nc(-c2ccccc2)cc(-c2ccccc2)n1
  A: -0.1	B: -4	C: 16	D: 0.1	E: .	F: -1.0	G: -2	H: 22	I: -10

> COc1ccc(CCN(C)Cc2c(O)ccc3cc(Br)ccc23)cc1OC
  A: 1.1	B: 1	C: 3	D: -0.3	E: 1.1	F: -1.1	G: 1	H: 1	I: -19

> Cc1ccc(S(=O)(=O)Nc2ccncc2)c(C)c1N(C)S(=O)(=O)c1ccc(Cl)cc1
  A: 0.2	B: 0	C: -4	D: 0.8	E: -1.5	F: -1.8	G: -5	H: 5	I: 6
